# Source: PubChem BioAssay
# GLA spleen mod = inhibits or activates alpha-galactosidase in human spleen homogenate; P06280; human spleen homogenate, 4MU-alpha-Gal fluorescence, 40 min; Potency, µM (highest dose often 80 µM), without a hit: at the top dose activity change, negative = inhibition, usual class: inhibitors; 0.008% of 240,000 active;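 note: potency is the fitted concentration of half-maximal effect; 0% = enzyme with vehicle and -100% = no enzyme basal signal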
# Target sequence (P06280 32-429 limits assumed): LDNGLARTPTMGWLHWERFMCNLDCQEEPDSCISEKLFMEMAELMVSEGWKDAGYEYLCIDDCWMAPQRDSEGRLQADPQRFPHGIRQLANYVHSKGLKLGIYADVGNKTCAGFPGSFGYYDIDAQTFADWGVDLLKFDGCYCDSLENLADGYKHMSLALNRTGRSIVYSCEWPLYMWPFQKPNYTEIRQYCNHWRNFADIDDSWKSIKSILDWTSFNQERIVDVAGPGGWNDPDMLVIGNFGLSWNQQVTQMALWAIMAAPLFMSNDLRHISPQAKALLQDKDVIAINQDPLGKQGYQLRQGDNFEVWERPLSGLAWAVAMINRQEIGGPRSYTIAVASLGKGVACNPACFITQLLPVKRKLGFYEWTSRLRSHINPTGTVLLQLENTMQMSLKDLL
#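 Human spleen homogenate (1 ug) was the enzyme source, with 4-methylumbelliferyl-alpha-D-galactopyranoside (1 mM final) in pH 5.0 citrate buffer with 0.01% Tween-20. Compounds were titrated; after 40 min at 37C, NaOH/glycine stop, 4-MU fluorescence read; AC50 from Hill fits.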
# Lamin A splicing = LMNA splicing modulation; HeLa LMNA splicing GFP/RFP minigene ratio, 48 h; Potency, µM (doses to about 46.1 µM), for inactives: at the top dose ratio change, negative = inhibition, hits mostly inhibitors; 0.01% of 200,000 active; AID 1487; active = well fitted inhibition curve with a large enough effect in the signal ratio, with a control signal flat, not every such curve was filed as active; inconclusive = small, poorly fitted or top-dose-only effect, or effect the other way, or a change in a side signal; the % refers to the signal ratio; note: potency is the fitted concentration of half-maximal effect; % is set by controls: 0 for no effect and ±100 for the full control effect
#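 S3 HeLa stable clones carrying a lamin A-EGFP splicing minigene plus DsRed2 were seeded at 600 cells/well in Opti-MEM with 2% FBS, pin-dosed and incubated 48 h at 37°C. Acumen cytometry (488 nm) gave the GFP/RFP total-intensity ratio.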
# IMPase Li inh = IMPase inhibition in cells with lithium potentiation; CHO-M1 cells, IP1 TR-FRET (IP-One), carbachol + lithium; Potency, µM (series often up to 59.4 µM), for inactives: top-dose activity, negative = IMPase inhibition, actives largely listed as inhibitors; 0.35% of 210,000 active;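 note: IP1 builds up when IMPase is blocked and the TR-FRET signal falls; potency is the fitted concentration of half-maximal effect; plate controls were basal vehicle for no effect and high inhibitor control for full effect; nearly all actives have a fitted effect of over 50% in size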
#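 CHO cells stably expressing M1 receptor (2000/well, cultured 16–30 h) treated 30 min at 37C with compound plus low lithium. Cytosolic IP1 by TR-FRET (665/620 ratio and 620 channel) after 10 min lysis; AC50 by Hill fit.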
# Epigenetic derep = derepresses silenced GFP reporter in murine cells. murine LDR cells, GFP reporter derepression, 30 h. Potency, µM (series often up to 53.9 µM), for the others: at the highest dose GFP activation, hits mostly activators. 0.2% of 280,000 active; note: potency is the fitted concentration of half-maximal effect; % of control where 0% means no effect; nearly all actives have a fitted effect of over 60% in size
#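 In this reporter-derepression format, murine cells bearing a silenced integrated CMV-GFP locus incubate with test compound (30 h, 37 C), then are washed and imaged; fluorescent objects of 20–120 um count as induced cells.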
# NPSR antag = antagonists of human neuropeptide S receptor cAMP signaling; Q6W5P4; CHO-NPSR cells, cAMP TR-FRET, antagonist mode; Potency, µM (series often up to 38.3 µM), without a hit: top-dose activity change, negative = inhibition, usual class: inhibitors; 1% of 220,000 active; AID 1461; note: potency is the fitted concentration of half-maximal effect; % is set by controls: 0 for no effect and ±100 for the full control effect; nearly all actives have a fitted effect of over 50% in size; many of its hits are not listed in these tables
# CBFb-RUNX1 inh = CBF-beta/RUNX1 interaction disruption | Potency, µM (series often up to 59.8 µM), without a hit: top-dose activity, negative = inhibition, usual class: inhibitors | 230,000 tested, under 10 active | AID 1477 | AlphaScreen CBFb-His/RUNX1-biotin binding, biochemical | Q01196+Q13951; note: % of control where 0% means no effect
# Target sequence (Q01196 whole entry, looked up): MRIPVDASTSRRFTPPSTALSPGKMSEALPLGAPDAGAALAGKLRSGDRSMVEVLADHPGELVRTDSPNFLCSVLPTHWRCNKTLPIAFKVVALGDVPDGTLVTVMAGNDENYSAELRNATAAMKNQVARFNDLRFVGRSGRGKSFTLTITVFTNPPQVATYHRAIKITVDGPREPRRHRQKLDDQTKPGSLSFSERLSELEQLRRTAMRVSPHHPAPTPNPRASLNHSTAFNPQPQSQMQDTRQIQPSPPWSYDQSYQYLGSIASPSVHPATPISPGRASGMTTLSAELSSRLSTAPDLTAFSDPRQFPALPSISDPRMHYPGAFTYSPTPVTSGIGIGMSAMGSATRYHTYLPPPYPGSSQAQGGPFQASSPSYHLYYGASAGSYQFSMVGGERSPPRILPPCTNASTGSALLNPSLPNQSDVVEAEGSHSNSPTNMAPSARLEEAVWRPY
# Target sequence (Q13951 whole entry, looked up): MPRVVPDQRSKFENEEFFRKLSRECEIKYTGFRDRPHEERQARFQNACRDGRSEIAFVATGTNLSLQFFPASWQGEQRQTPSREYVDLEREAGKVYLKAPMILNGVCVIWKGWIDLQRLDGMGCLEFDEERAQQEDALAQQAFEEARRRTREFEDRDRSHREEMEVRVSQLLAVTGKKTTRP
#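 Compounds were screened at multiple concentrations against a preformed CBF-beta(His)/RUNX1(biotin) complex (30 nM of each) for 15 min at room temperature, followed by 90 min with nickel and streptavidin beads and AlphaScreen reading.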
# Luc counter = counter-screen: inhibitors of Kinase-Glo firefly luciferase; Q27757; Kinase-Glo luciferase, ATP luminescence, 8 min; Potency, µM (series often up to 38.3 µM), without a hit: at the top dose activity change, negative = inhibition, most hits filed as inhibitors; 0.28% of 200,000 active; note: potency is the fitted concentration of half-maximal effect; % is set by controls: 0 for no effect and ±100 for the full control effect; nearly all actives have a fitted effect of over 60% in size
#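 Luminescence was the read-out, taken after 8-minute incubation at ambient temperature. Luciferase turned over luciferin with 10 uM ATP in imidazole pH 7.2 buffer containing KCl, MgCl2, Tween 20 and BSA.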
# Active calls of the source: *; u = inconclusive; x = no result given; [ ] = dose if it differs, or a comment. Unless noted, calls come from the whole dose curve; as a rule, active = well fitted curve in the direction sought with a large enough effect; inconclusive = small, poorly fitted or top-dose-only effect, or another doubt; inactive = no such curve, though single readings can be large; an effect the other way counts as inactive or inconclusive. This is a subset; count on the stated rates, not on these rows.
No.	smiles	Lamin A splicing	Luc counter	IMPase Li inh	CBFb-RUNX1 inh	NPSR antag	Epigenetic derep	GLA spleen mod
1	COc1ccc(C(NC(=O)c2ccco2)c2ccc(OC)c(OC)c2)cc1 (stereo not given)	1%	0%	20%[38.3 µM]	13%	-9%[46.1 µM]	0.0%	-2%
2	O=c1cnc2cnc(Oc3ccccc3)nc2n1C1CC1	2%	x	5%	x	x	x	u
3	COC(=O)c1c(C)oc2ccc(N(C(=O)c3ccncc3)S(=O)(=O)c3ccc4ccccc4c3)cc12	u	2%	16%	1%	-9%	3.1%	-1%
4	Cc1ccc(NC(=O)C(=O)NCc2ccc(/C=C(/C#N)C(=O)NCc3cccnc3)o2)cc1	4%	3%	-5%[38.3 µM]	-2%	-5%[46.1 µM]	6.9%	1%
5	COc1ccccc1C1=Nn2c(COc3ccccc3)nnc2SC1	-9%[46 µM]	1%	12%	0%	-30%	-1.6%	3%
6	O=C(CO/N=C/c1ccccc1Cl)N1CCCc2ccccc21	-10%	x	x	-6%	-5%[46.1 µM]	0.9%	4%
7	CC(=O)Nc1ccc(NS(=O)(=O)c2ccc(C)cc2)c([N+](=O)[O-])c1	10%[9.22 µM]	-2%	4%	6%	-5%	-1.0%	2%
8	CC(C)CC(NC(=O)CC12CC3CC(CC(C3)C1)C2)C(=O)NC1=NCCS1 (stereo not given)	x	2%	13%	8%	4%	-1.8%	3%
9	O=C(CCc1ccccc1)Nc1ncc([N+](=O)[O-])s1	x	0%	5%	-8%	5%	-1.1%	2%
10	Cc1ccc(NC(=S)N2CCN(c3nccc(C(F)(F)F)n3)CC2)c(C)c1	10%[46 µM]	x	x	11%	23%	2.1%	1%
11	COC(=O)c1cc(C(=O)OC)n(Cc2ccc(C)cc2)c1C	12%[46 µM]	-2%	8%	-16%	u	-0.1%	-3%
12	Cc1nc2cc(-c3ccccc3)ccc2o1	-8%	-8%	-23%[38.3 µM]	13%	3%[46.1 µM]	2.9%	-4%

# Continued; it opens with the 4 that closed the last part.
No.	smiles	Lamin A splicing	Luc counter	IMPase Li inh	CBFb-RUNX1 inh	NPSR antag	Epigenetic derep	GLA spleen mod
9	O=C(CCc1ccccc1)Nc1ncc([N+](=O)[O-])s1	x	0%	5%	-8%	5%	-1.1%	2%
10	Cc1ccc(NC(=S)N2CCN(c3nccc(C(F)(F)F)n3)CC2)c(C)c1	10%[46 µM]	x	x	11%	23%	2.1%	1%
11	COC(=O)c1cc(C(=O)OC)n(Cc2ccc(C)cc2)c1C	12%[46 µM]	-2%	8%	-16%	u	-0.1%	-3%
12	Cc1nc2cc(-c3ccccc3)ccc2o1	-8%	-8%	-23%[38.3 µM]	13%	3%[46.1 µM]	2.9%	-4%
13	CCOC(=O)C1CCCN(C(=S)NC2CCCCC2)C1 (stereo not given)	-14%[46 µM]	4%	7%	17%	0%	9.4%	7%
14	CCc1nc(SCC(=O)c2cc(C)ccc2C)n[nH]1	3%	-5%	15%[38.3 µM]	8%	-11%[46.1 µM]	1.9%	8%
15	COc1cc(OC)cc(-c2cc(N3C(=O)Nc4ccccc4N3O)n[nH]2)c1	-11%	5%	3%	13%	11%	-3.2%	-6%
16	O=C(NC(=O)N1CCCCC1)c1ccccc1	23%[46 µM]	0%	-4%	3%	9%	-5.8%	2%
17	NC(=O)CC(NC(=O)Cc1cccc2ccccc12)c1ccc(NCc2ccc(F)c(F)c2)c([N+](=O)[O-])c1 (stereo not given)	x	x	x	1%	-23%	11%	-1%
18	Cn1c(=O)c2c(nc(SCCN3CCOCC3)n2Cc2ccccc2)n(C)c1=O	-2%	6%	8%	3%	1%[46.1 µM]	-2.0%	-1%
19	O=C(COc1ccccc1)NCCn1ccc2ccccc21	1%	0%	5%	-3%	17%[46.1 µM]	4.9%	4%
20	COc1ccnc(Oc2ccc(C)cc2)c1C#N	1%	-1%	2%[38.3 µM]	6%	-3%[46.1 µM]	0.1%	6%
21	COc1cc2c(Cc3c4c5c(cc(OC)c(OC)c5c5c(OC)c(OC)ccc35)CCN4C)c3c4c(cc(OC)c(OC)c4c2cc1OC)CCN3C	x	-8%	-2%	u	x	-3.2%	3%
22	O=C(O)c1cscn1	11%	-2%	3%[38.3 µM]	2%	2%[7.67 µM]	-1.0%	21%
23	COC(=O)CCC(=O)NN1C(=O)c2ccccc2C1=O	12%[46 µM]	0%	1%	7%	-11%	1.0%	2%
24	Cc1ccccc1-c1cc(C(=O)n2cccn2)c2cc(Cl)ccc2n1	u	-5%	-8%[38.3 µM]	-4%	-11%[46.1 µM]	2.1%	-4%
25	CN(C/C(O)=C(\C#N)c1ccccc1)C1CCCCC1	5%	-3%	-35%[38.3 µM]	11%	-15%[46.1 µM]	3.8%	3%
26	CC(C)(O)CNC(=O)Nc1ccc(Cl)c(Cl)c1	x	x	x	8%	11%	u	-4%
27	Cc1ccc(S(=O)(=O)N/N=C/C(C)(C)CO)cc1	-3%	3%	-5%	7%	-5%[46.1 µM]	-0.9%	3%
28	c1cnc2c(c1)ncc1cscc12	11%	-1%	-5%	0%	12%	-0.9%	6%
29	N#CCCn1c(=O)c(-c2ccc(Cl)cc2)nc2cnc(N3CCNCC3)nc21	u	x	4%	x	x	x	u
30	CCOC(=O)N1C/C(=C\c2ccccc2)C(=O)/C(=C/c2ccccc2)C1	u	x	x	-4%	u	u	3%
31	CC1(C)NC(=O)N(CC(O)COC2CCCCC2)C1=O (stereo not given)	3%	10%	-5%	1%	0%[46.1 µM]	-0.9%	-1%
32	CC(C)n1nc(C(=O)OCC(=O)c2c[nH]c3ccccc23)c2ccccc2c1=O	-3%	15%	35%[activator][38.3 µM]	-3%	u	-1.0%	1%
33	COc1ccc2nc(Nc3nc(CSc4ccc(C)cc4)cc(=O)[nH]3)nc(C)c2c1	u	x	x	16%	-17%	u	-10%
34	C[n+]1cnc(-c2ccccc2)cc1-c1ccccc1	12%	-3%	11%	-3%	8%	-1.0%	-5%
35	CC(C)(C)C(=O)OCCNc1nc(-c2ccccc2)nc2ccccc12	4%	-2%	11%	29%	-8%	0.0%	-9%
36	COc1cccc2cc(C(=O)N3CCN(c4ccc(C)cc4C)CC3)c(=O)oc12	u	-2%	26%[38.3 µM]	18%	-22%[46.1 µM]	-1.5%	2%

# Three entries from above, with each value named:
33	COc1ccc2nc(Nc3nc(CSc4ccc(C)cc4)cc(=O)[nH]3)nc(C)c2c1
  Lamin A splicing: u
  Luc counter: x
  IMPase Li inh: x
  CBFb-RUNX1 inh: 16%
  NPSR antag: -17%
  Epigenetic derep: u
  GLA spleen mod: -10%
34	C[n+]1cnc(-c2ccccc2)cc1-c1ccccc1
  Lamin A splicing: 12%
  Luc counter: -3%
  IMPase Li inh: 11%
  CBFb-RUNX1 inh: -3%
  NPSR antag: 8%
  Epigenetic derep: -1.0%
  GLA spleen mod: -5%
35	CC(C)(C)C(=O)OCCNc1nc(-c2ccccc2)nc2ccccc12
  Lamin A splicing: 4%
  Luc counter: -2%
  IMPase Li inh: 11%
  CBFb-RUNX1 inh: 29%
  NPSR antag: -8%
  Epigenetic derep: 0.0%
  GLA spleen mod: -9%

# The listing continues.
No.	smiles	Lamin A splicing	Luc counter	IMPase Li inh	CBFb-RUNX1 inh	NPSR antag	Epigenetic derep	GLA spleen mod
37	Cn1nnnc1SCCNCC#Cc1ccccc1	3%	3%	5%[38.3 µM]	2%	3%[46.1 µM]	-0.7%	-2%
38	COc1ccc(OC)c(C2Nc3c(Cl)ccc(C(=O)O)c3C3C=CCC32)c1 (stereo not given)	x	x	-3%	-11%	29%	-0.2%	-2%
39	OCC1(CC2CCCCO2)CCN(C/C=C/c2ccccc2)CC1 (stereo not given)	x	2%	-7%	-3%	-6%	-0.1%	-5%
40	COc1cccc(CC2(CO)CCCN(Cc3cc(F)ccc3-n3cccn3)C2)c1 (stereo not given)	u	-3%	16%	4%	34%	-1.1%	-3%
41	c1ccc(-c2nnc(N3CCN(c4ccccn4)CC3)c3ccccc23)cc1	u	0%	45%[activator][38.3 µM]	-6%	u	0.0%	13%
42	CCN(CC)S(=O)(=O)c1cccc(-c2nnc(SCCCC(=O)c3ccc(F)cc3)o2)c1	u	-2%	8%[38.3 µM]	-19%	u	-5.2%	-1%
43	N=C1CCCN1CC(=O)c1ccc(Br)cc1	-8%	-1%	4%	6%	19%	2.1%	-6%
44	CCOC(=O)c1cnn(-c2ccc([N+](=O)[O-])cc2)c1N	x	x	x	-2%	-14%	-1.6%	4%
45	Cc1nnc2ccc(-c3cccc(NC(=O)Cc4cccs4)c3)nn12	0%[9.22 µM]	1%	3%	-24%	12%	5.0%	2%
46	CC1N(O)C(C)(C)C(c2ccccc2)=[N+]1[O-] (stereo not given)	6%	0%	-7%	-1%	8%[46.1 µM]	1.0%	0%
47	CCN(CC)S(=O)(=O)c1ccc(C(=O)NNC(=O)C2CCN(S(=O)(=O)c3ccc(Cl)cc3)CC2)cc1	-11%	1%	-3%	2%	4%	-3.2%	-8%
48	O=C(NCc1ccc(F)cc1)c1cc2ccccn2n1	-12%	3%	5%	6%	4%	-1.0%	0%
49	C=CCn1c(SCC(=O)Nc2cc(C)c(Cl)cc2OC)nnc1-c1ccco1	u	0%	10%[38.3 µM]	-2%	-18%[46.1 µM]	0.0%	-3%
50	Cc1cc(=O)c2ccc3ccccc3c2[nH]1	29%	-3%	16%[38.3 µM]	1%	8%[46.1 µM]	0.7%	5%
51	O=C(Nc1nc(-c2cccs2)cs1)c1ccc(Cl)cc1	u	-3%	25%[38.3 µM]	10%	-15%[46.1 µM]	0.0%	8%
52	C=CCOc1c(Cl)cc(CNn2cn[nH]c2=S)cc1OC	x	1%	2%	9%	-10%	0.9%	-1%
53	O=c1oc2ccccc2c(N2CCC(c3ccccc3)CC2)c1[N+](=O)[O-]	x	1%	0%	-5%	-21%	0.9%	-1%
54	Cc1cc(F)c(Nc2ncnc3cc(OCc4ccccc4)ccc23)cc1O	x	3%[39.9 µM]	-14%	4%	x	1.8%	-2%
55	Cc1cc(NC(=O)c2ccccc2Oc2ccccc2)no1	u	-2%	5%[38.3 µM]	15%	-9%[46.1 µM]	0.0%	2%
56	COC(=O)NCC(c1cccnc1)N1CCOCC1 (stereo not given)	1%	-1%	2%	-5%	10%[46.1 µM]	0.0%	-2%
57	NC(=O)c1ccccc1OCCOCCOCCOc1ccccc1C(N)=O	17%	0%	-9%[38.3 µM]	4%	-1%[46.1 µM]	-1.1%	9%
58	CN(C)S(=O)(=O)c1ccc(C(=O)Nc2ccccc2C(=O)O)cc1	7%	3%	4%	-1%	5%	1.0%	6%
59	CCC(C)C(=O)NCCc1ccc(S(N)(=O)=O)cc1 (stereo not given)	-1%	2%	5%	-5%	8%	1.1%	-2%
